# Compound activity as filed in PubChem BioAssay.
# RAD52 anneal inh: inhibitors of human RAD52 DNA annealing; recombinant RAD52 DNA annealing, FRET fluorescence; AID 651710; inhibition, % at 18.7 µM; 360,000 tested, 0.46% active; P43351;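 active = every replicate showing at least 50% inhibition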
# esBAF inh: blocks esBAF chromatin remodeling in mouse ES cells | Bmi1-luciferase knock-in reporter, 24 h; 100% = twice the neutral-well signal | reporter increase, % at 12.5 µM | 350,000 tested, 2% active | AID 602393; in the data active = activation above about 40%;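 also: 0% = median of the plate's neutral control wells and 100% = double that signal; a rise in the Bmi1 reporter signal indicates esBAF inhibition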
# RAD54 inh: blocks human RAD54 Holliday junction branch migration | Q92698 | FAM/BHQ fluorescence | inhibition, % at 10.4 µM | 360,000 tested, 0.14% active | AID 602329;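 active = mean normalized replicate activity at least 40 and at least half of replicates scoring 40 or more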;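 also: 0% = median of neutral control wells and 100% = median of positive control wells; inhibitors cause a drop in the FAM fluorescence signal; in these data hits start at about 50%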
# Target sequence (Q92698 whole entry, looked up): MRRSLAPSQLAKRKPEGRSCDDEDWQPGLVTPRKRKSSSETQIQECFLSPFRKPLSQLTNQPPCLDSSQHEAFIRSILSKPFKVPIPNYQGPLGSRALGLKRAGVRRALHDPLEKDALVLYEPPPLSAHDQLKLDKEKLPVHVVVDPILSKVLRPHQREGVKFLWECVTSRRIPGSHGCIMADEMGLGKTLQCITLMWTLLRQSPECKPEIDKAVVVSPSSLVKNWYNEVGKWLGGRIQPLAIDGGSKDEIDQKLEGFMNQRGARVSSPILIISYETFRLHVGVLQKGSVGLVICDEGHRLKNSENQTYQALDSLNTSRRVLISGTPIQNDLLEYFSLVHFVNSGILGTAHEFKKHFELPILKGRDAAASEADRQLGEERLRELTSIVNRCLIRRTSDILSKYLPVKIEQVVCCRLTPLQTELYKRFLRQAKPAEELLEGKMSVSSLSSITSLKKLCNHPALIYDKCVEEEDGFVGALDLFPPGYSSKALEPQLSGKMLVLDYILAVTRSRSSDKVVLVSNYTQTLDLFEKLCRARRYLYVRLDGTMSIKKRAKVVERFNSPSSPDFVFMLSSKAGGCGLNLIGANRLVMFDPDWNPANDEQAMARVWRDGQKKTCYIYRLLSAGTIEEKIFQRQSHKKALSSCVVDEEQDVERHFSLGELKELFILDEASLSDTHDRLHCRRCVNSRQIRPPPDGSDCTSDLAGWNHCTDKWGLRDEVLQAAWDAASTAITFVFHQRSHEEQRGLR
# PglD DTNB: PglD (C. jejuni) enzyme inhibition | inhibition, % at 12.5 µM | purified PglD enzyme, DTNB colorimetric CoA detection | 360,000 tested, 0.098% active; in the data active = inhibition above about 16%, passing the limit was not always enough; also: strong numbers were not always called active
# E-sel inducer: induces E-selectin expression in human endothelial cells; 260,000 tested, 0.37% active; HUVEC E-selectin immunofluorescence imaging; normalized: neutral wells 0, TNF-alpha wells 100; P16581; activation, % at 7.58 µM;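 active = mean E-selectin-positive cell signal at least 10% of the positive control, reached in at least 60% of replicates, without over 20% cell loss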;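 also: in these data hits start at about 27%; measured in HUVEC primary endothelial cells; signal is the percent of cells scored E-selectin positive by PE staining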
#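 Test system: HUVEC | Signal: Immunofluorescence imaging | Read-out: Percent E-selectin-positive cells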
# Casp6 inh: caspase-6 (human) enzyme inhibition. purified caspase-6, Z-VEID-R110 cleavage fluorescence. 350,000 tested, 0.53% active. inhibition, % at 12.5 µM. P55212;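 active = mean inhibition across replicates at least about 35%, with every replicate also reaching that limit, limit read from the data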;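 also: 0% = median of neutral control wells and 100% = no fluorescence left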
# Target sequence (P55212 24-179 limits assumed): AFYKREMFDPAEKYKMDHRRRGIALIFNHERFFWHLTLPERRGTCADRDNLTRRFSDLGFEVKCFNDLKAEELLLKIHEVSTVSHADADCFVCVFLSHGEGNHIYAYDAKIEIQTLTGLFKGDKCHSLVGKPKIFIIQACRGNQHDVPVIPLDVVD
# Target sequence (P55212 194-293 limits assumed): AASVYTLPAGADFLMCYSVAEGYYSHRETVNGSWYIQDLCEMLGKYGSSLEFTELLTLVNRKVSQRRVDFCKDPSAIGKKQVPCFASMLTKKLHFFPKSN
# ARNT-TACC3 inh: disruptors of human ARNT/TACC3 interaction; inhibition, % at 9.99 µM; AlphaScreen His-ARNT PAS-B/GST-TACC3 binding, luminescence; TACC3 fragment carries E629A point mutation; AID 623870; 390,000 tested, 0.66% active;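 active = mean inhibition of replicates at least 50% and at least half of replicates each reaching 50%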;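 also: 0% = complete ARNT plus TACC3 wells and 100% = ARNT alone without TACC3; many hits fall short of the cut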
# ERp5 block: inhibitors of human ERp5; ERp5 insulin aggregation, absorbance 650 nm, 90 min; AID 651711; inhibition, % at 9.99 µM; 350,000 tested, 0.05% active; Q15084;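 active = mean replicate inhibition above about 25%, with every replicate also reaching it, limit read from the data, passing the limit was not always enough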
# * marks the source's active call; other numbers are inactive results; nt = no result given.
item	canonical_smiles	RAD52 anneal inh	esBAF inh	RAD54 inh	PglD DTNB	E-sel inducer	Casp6 inh	ARNT-TACC3 inh	ERp5 block
1	COc1cccc(NC(=O)Cc2nnc(SCCOc3ccccc3)n2C)c1	nt	1	-4	2	nt	nt	-5	nt
2	CCc1nc2ccc(C(=O)NCCc3ccccc3OC)cc2nc1CC	-16	5	6	0	-0.5	2	2	-12
3	Cn1c2c(c(=O)c3ccccc31)CCCC2	-9	2	-11	-4	1.5	1	-1	3
4	C[C@@H]1ON(C)[C@H]2C[C@H]3c4[nH]c5c(-c6ccccc6F)cccc5c4CCN3C(=O)[C@@H]12	-5	nt	nt	nt	-0.1	1	nt	-3
5	O=C(CSc1nnc(CNc2ccc(F)cc2)n1CC1CCCO1)N1CCOCC1 (centres undefined)	-13	0	-6	2	nt	13	0	9
6	CCCCN(C)C(=O)c1nc2ccccn2c1CN1CCN(c2ncccn2)CC1	0	nt	nt	nt	nt	1	12	1
7	NC1=NC(=O)C2(COC(c3ccccc3Cl)OC2)S1 (centres undefined)	nt	-13	6	-2	nt	nt	-4	nt
8	COc1cc(C(=O)NCc2nnc(SCC(=O)c3ccc(Cl)cc3)o2)cc(OC)c1OC	-7	-4	0	0	0.3	16	1	-3
9	c1ccc(-n2nnnc2OCCOc2nnnn2-c2ccccc2)cc1	nt	1	-5	2	nt	nt	-35	nt
10	CC(C)c1ccc(NC(=O)C2CCN(S(=O)(=O)c3ccc4c(c3)NC(=O)CO4)CC2)cc1	-14	-4	-2	-4	6.2	4	-3	-1
11	C[C@H]1CN([C@@H](C)CO)C(=O)c2cc(NC(=O)C3CC3)ccc2O[C@@H]1CN(C)Cc1ccc(-c2ccccc2)cc1	7	-2	7	-2	2.2	1	3	-3
12	CC1(C)SCC2C(=O)N3C(CSC3(C)C)C(=O)N21 (centres undefined)	nt	11	2	-1	nt	nt	-11	nt
13	CC(=O)Nc1ccc(NC(=O)c2ccccc2S(=O)(=O)c2ccc([N+](=O)[O-])cc2)cc1	-10	2	11	2	0.8	2	-1	2
14	CSc1nc(C)c(CCOC(=O)c2cccc(Cl)c2)c(=O)[nH]1	nt	-3	-4	1	nt	nt	-5	nt
15	C[C@@H](NC(=O)[C@H]1[C@H](CO)[C@H]2Cn3c(cccc3=O)[C@@H]1N2CCC(F)(F)F)c1ccccc1	nt	3	3	3	0.0	nt	30	nt
16	Cc1ccc(C)c(SCC(=O)NC2CCS(=O)(=O)C2)c1 (centres undefined)	-4	-2	-8	6	-1.8	6	-6	2
17	CN1c2ccc(Br)cc2[C@@H]2[C@@H](CCN2C(=O)C2CCOCC2)[C@H]1CO	-16	0	-1	0	-0.2	6	-7	9
18	COc1cc(CNCCSc2nnnn2C)cc(OC)c1OC	nt	-2	1	2	nt	nt	-1	nt
19	COc1cc(Cn2c(=O)c3c(OC)c(C)cnc3n(C)c2=O)cc(OC)c1	-15	-4	-4	-2	nt	21	5	-4
20	Cc1ccccc1Nc1nc(N)nc(CN2CCN(c3ccccn3)CC2)n1	nt	7	-3	2	nt	nt	86*	nt
21	COc1ccc2c3c(n(C)c2c1)[C@H](CO)N(Cc1ccccc1)CC31CCN(S(=O)(=O)c2ccc(C)cc2)CC1	-23	nt	nt	nt	-0.8	1	nt	-1
22	CCOC(=O)c1c(/N=C/c2cc([N+](=O)[O-])ccc2O)sc(C)c1C	-12	nt	-7	-2	nt	-5	nt	-5
23	Cc1nc2c(ccc3nc(NC(=O)C4CC4)sc32)s1	-17	68*	1	1	2.4	1	4	3
24	O=C(CN(Cc1ccccc1F)S(=O)(=O)c1ccc(Cl)cc1)NCC1CCCO1 (centres undefined)	-5	-7	-9	-3	-0.2	0	-6	1
25	CCCc1cc(=O)n2[nH]c(NCc3c(Cl)cccc3Cl)nc2n1	nt	-4	11	0	nt	nt	-1	nt
26	CC1(CCc2ccccc2)NC(=O)NC1=O (centres undefined)	-5	0	nt	nt	-0.3	0	nt	2
27	COc1ccc(NC(=O)CSc2cn[nH]n2)cc1OC	-19	-1	3	-7	0.0	-3	14	4
28	Cc1noc(C)c1S(=O)(=O)N(C)C[C@@H]1OCCCC[C@@H](C)Oc2ccc(NC(=O)NC(C)C)cc2C(=O)N([C@@H](C)CO)C[C@H]1C	11	-4	-1	-1	nt	1	5	1
29	C#CCOCCOCCOCCNc1nc(N2CCN(C(=O)[C@H]([C@@H](C)CC)n3cc([C@@H](N)Cc4ccc(O)cc4)nn3)CC2)nc(N2CCN(C(=O)[C@H](Cc3ccc(O)cc3)n3cc([C@@H](N)C(C)CC)nn3)CC2)n1 (some centres undefined)	-7	2	1	3	0.0	-10	-2	-4
30	CN1CCCCN2[C@H](C1)[C@H](c1ccc(-c3cccnc3)cc1)[C@@H]2CO	18	-2	-8	1	0.2	2	-9	0
31	Cc1ccc(C(=O)Nc2ccc(N3CCOCC3)cc2)cc1	0	56*	4	-4	nt	-6	-2	3
32	COc1ccc(C(CNc2nc(-c3cccnc3)nc3ccccc23)N(C)C)cc1 (centres undefined)	-4	12	12	7	0.0	-3	9	3
33	Cc1ccc(-c2nnn(CC(=O)NCc3ccccc3)n2)c(-n2cnnn2)c1	nt	-8	-4	-9	nt	nt	-8	nt
34	CN1c2ccc(Br)cc2[C@@H]2[C@@H](CCN2C(=O)Nc2ccc(F)cc2)[C@H]1CO	-2	3	-8	-1	-0.6	2	5	-4
35	CC1(C)CC(=O)C2=C(C1)N(c1cccc(Cl)c1)C(=O)NC2(C(F)(F)F)C(F)(F)F	-10	nt	4	-2	nt	-5	-9	-1
36	COc1ccc(CC(=O)NCc2ccccc2)cc1S(=O)(=O)N1CCOCC1	-4	4	4	0	nt	0	-2	-3

# Overlap with the part before: 2 compounds; new compounds follow.
item	canonical_smiles	RAD52 anneal inh	esBAF inh	RAD54 inh	PglD DTNB	E-sel inducer	Casp6 inh	ARNT-TACC3 inh	ERp5 block
35	CC1(C)CC(=O)C2=C(C1)N(c1cccc(Cl)c1)C(=O)NC2(C(F)(F)F)C(F)(F)F	-10	nt	4	-2	nt	-5	-9	-1
36	COc1ccc(CC(=O)NCc2ccccc2)cc1S(=O)(=O)N1CCOCC1	-4	4	4	0	nt	0	-2	-3
37	CC(=O)c1cccc(S(=O)(=O)N2CCCC(c3nc4c(nnn4Cc4ccccc4Cl)c(=O)[nH]3)C2)c1 (centres undefined)	-7	-10	7	-5	nt	3	1	1
38	C[C@H](CO)N1C[C@H](C)[C@@H](CN(C)Cc2ccccc2)OCCCC[C@H](C)Oc2ccc(NS(=O)(=O)c3cn(C)cn3)cc2C1=O	15	-6	8	3	0.0	-2	-41	5
39	CC(=O)c1cccc(-c2ccnc3c2CC(C(=O)NC(C)C)O3)c1 (centres undefined)	-4	2	4	-5	-0.1	nt	nt	1
40	COc1ccc(/C=C\c2nc(O)c([N+](=O)[O-])c(=O)[nH]2)cc1O	-3	-2	-9	-5	1.1	29	38	3
41	O=C(CSc1ccccc1C(=O)O)NCc1ccccc1	-16	1	-5	nt	-1.1	-6	3	2
42	Cc1cccc(C(=O)OCC(=O)N(CC(C)C)c2c(N)n(Cc3ccccc3)c(=O)[nH]c2=O)c1O	-8	0	3	-3	-0.1	2	-1	0
43	C#CC1(NC(=O)NC(C)(C)C)CCCCC1	-6	nt	nt	nt	0.9	-1	-8	4
44	O=C(O)c1cccc(-c2csc(C(O)c3ccccc3)n2)c1 (centres undefined)	-2	43*	9	-1	0.1	1	nt	5
45	Cc1ccc(S(=O)(=O)NCC(=O)OCCOc2ccc(Br)cc2)cc1	0	-3	-5	0	nt	3	-8	-10
46	COCCNC(=O)C[C@@H]1CC[C@H]2[C@@H](COC[C@H](O)CN2S(=O)(=O)c2ccccc2F)O1	nt	-9	2	0	0.6	nt	8	nt
47	CCN1C(=O)[C@@H]2[C@@H](c3ccc(-c4ccc(F)cc4)cc3)N3CCC[C@@]3(C(=O)OC)[C@@H]2C1=O	-19	1	6	1	-0.1	4	1	6
48	O=C(Nc1ccccc1)N1CCCCN2[C@@H](CO)[C@H](c3ccc(-c4ccccc4)cc3)[C@@H]2C1	2	nt	-1	0	-0.8	0	0	1
49	O=C(N[C@H]1CC[C@@H](CC(=O)N2CCCCC2)O[C@H]1CO)c1ccccn1	1	3	-6	-2	0.9	2	-8	7
50	COC(=O)c1cc(C(=O)OCC(=O)NCc2cccs2)cc([N+](=O)[O-])c1	0	-6	-11	1	0.2	-2	nt	-3
51	C[C@H]1CN([C@@H](C)CO)S(=O)(=O)c2ccc(-c3ccncc3)cc2O[C@H]1CN(C)Cc1ccccn1	-23	-4	3	2	-3.7	3	6	-8
52	O=C(CSc1nnc(CNC(=O)c2ccccc2)o1)Nc1ccc2c(c1)OCO2	0	0	-5	11	nt	-1	2	0
53	CCN(CC)S(=O)(=O)c1cccc(-c2nnc(SCC(N)=O)n2N)c1	-13	-4	3	4	4.3	-3	-8	5
54	COc1ccc(N2C(=O)c3ccccc3NC2c2ccc(OC)c(CN3CCOCC3)c2)cc1 (centres undefined)	-14	26	nt	nt	3.1	-2	5	1
55	COc1ccc(N2C(=O)CCC(C(=O)NCCN3CCOCC3)C2c2ccc(OC)c(OC)c2)cc1 (centres undefined)	nt	2	2	-2	nt	nt	-7	nt
56	C=CCOc1c2ccc(C(=O)N(CC)c3ccc(OC)cc3)cc2nn1C	0	-3	-5	-1	0.0	4	-2	4
57	O=C(O)CC1(Cc2nc(-c3cccs3)no2)CCCC1	1	7	0	3	0.1	1	1	1
58	O=C(CCCn1c(SCC(=O)c2ccc(F)cc2)nc2ccccc2c1=O)NCc1ccco1	nt	-5	-11	0	nt	nt	-2	nt
59	Cc1nn(CC(=O)N2CCC(N3CCCCC3)CC2)c(=O)c2c1sc1ccccc12	2	-1	4	-2	1.0	-6	17	1
60	C[C@@H]1CN([C@H](C)CO)C(=O)c2cccc(NS(=O)(=O)c3ccc(Cl)cc3)c2O[C@@H]1CN(C)Cc1ccc(C(=O)O)cc1	7	2	4	3	5.6	-1	-3	1

# The closing 2 compounds of the part above open the next one.
item	canonical_smiles	RAD52 anneal inh	esBAF inh	RAD54 inh	PglD DTNB	E-sel inducer	Casp6 inh	ARNT-TACC3 inh	ERp5 block
59	Cc1nn(CC(=O)N2CCC(N3CCCCC3)CC2)c(=O)c2c1sc1ccccc12	2	-1	4	-2	1.0	-6	17	1
60	C[C@@H]1CN([C@H](C)CO)C(=O)c2cccc(NS(=O)(=O)c3ccc(Cl)cc3)c2O[C@@H]1CN(C)Cc1ccc(C(=O)O)cc1	7	2	4	3	5.6	-1	-3	1
61	O=C(NCCCN1CCCCCC1)C1CC(=O)N(C2CCCC2)C1 (centres undefined)	nt	-6	6	5	nt	nt	3	nt
62	COc1ccc(Nc2cc(C(=O)NCCCN3CCN(C)CC3)c3ccccc3n2)c(OC)c1	nt	10	-8	5	nt	nt	8	nt
63	CCSc1nc(-c2ccc(OC)cc2)cc(-c2ccc(OC)cc2)c1C#N	nt	3	4	0	nt	nt	0	nt
64	COc1ccc([Si](C)(C)[C@@H]2[C@@H](CCn3cc(CCO)nn3)O[C@]3(C(=O)N(c4ccccc4)c4ccccc43)[C@H]2C)cc1	24	nt	-9	5	nt	-2	-7	3
65	CN1CCN(C(=O)C[C@H]2CC[C@@H](NC(=O)c3ccc4c(c3)OCO4)[C@@H](CO)O2)CC1	-4	-2	-1	-5	-0.2	1	-3	0
66	CCN(CC(=O)Nc1ccccc1Br)C1CCCCC1	-1	nt	nt	nt	-2.9	0	-3	-12
67	Cc1ccccc1C(=O)Nc1cc(S(=O)(=O)N2CCOCC2)ccc1N1CCN(C)CC1	-11	2	-1	-5	-0.3	-3	0	4
68	O=C(C[C@@H]1C[C@H]2c3cc(NC(=O)c4cccnc4)ccc3O[C@H]2[C@H](CO)O1)NC1CCCC1	-12	nt	nt	nt	0.1	2	nt	13
69	CCOC(=O)CCC(=O)Nc1ccc(S(=O)(=O)N2CCC(C)CC2)cc1	-9	4	5	-1	nt	-1	-1	4
70	O=C(CSc1nnc2ccccn12)NNC(=O)c1ccc([N+](=O)[O-])cc1	-10	nt	4	-3	5.6	-1	-1	-6
